Compound activity as filed in PubChem BioAssay.
Bim-Bcl-2: inhibitors of Bim-Bcl-2 binding, primary screen, biochemical, multiplexed, human Bcl-2 family. Apoptosis regulator Bcl-2 (Homo sapiens), P10415. Bead-based flow cytometry, Bim peptide-Bcl-2 binding. inhibition, % at 10 µM. actives 0.06% (n = 190,000). AID 950, 2007; in the data active = inhibition above about 40%; inconclusive = no clear call, values can overlap the other calls;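 note: 0% = no compound wells with probe peptide and 100% = reference peptide inhibitor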
Target sequence (P10415 whole entry, looked up): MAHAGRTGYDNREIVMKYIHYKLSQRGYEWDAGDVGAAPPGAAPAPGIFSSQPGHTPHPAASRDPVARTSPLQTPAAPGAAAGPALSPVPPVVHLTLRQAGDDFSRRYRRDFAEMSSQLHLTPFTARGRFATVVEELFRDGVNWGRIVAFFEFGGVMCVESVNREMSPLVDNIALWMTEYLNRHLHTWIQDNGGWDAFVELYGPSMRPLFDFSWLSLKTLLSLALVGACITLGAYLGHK
RGS7-Gao reg: RGS7-Galphao binding modulators, primary screen, biochemical, multiplexed bead flow cytometry | actives lie on both sides | actives 0.35% (n = 220,000) | binding response (% of control), % at 10 µM; in the data active = binding response below about 49% or above about 150%; inconclusive = no clear call, values can overlap the other calls; inactive = in between;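 note: fluorescent Galphao held in activated GDP-AlF4 state binding bead-coupled RGS7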
Mcl-1 Bim block: inhibitors of Bim peptide binding to Mcl-1, primary screen, biochemical, bead-based flow cytometry, multiplex; Induced myeloid leukemia cell differentiation protein Mcl-1 (Homo sapiens), Q07820; Bim peptide-Mcl-1 binding; inhibition, % at 10 µM; actives 0.1% (n = 190,000);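 note: 0% = no compound tracer wells and 100% = peptide blocker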
Mcl1 Bid PPI: Mcl-1/Bid binding inhibitors, primary screen, biochemical, TR-FRET, 1536-well. Induced myeloid leukemia cell differentiation protein Mcl-1 (Homo sapiens), Q07820. TR-FRET Mcl-1/Bid-Dy647 peptide binding. actives 0.97% (n = 220,000). inhibition, % at 21.7 µM;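 active = compounds that cut the binding signal by more than half at the single screening dose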;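 note: His-tagged Mcl-1 with europium anti-His antibody binding Bid BH3 peptide; 0% = Mcl-1 plus peptide wells and 100% = peptide-only wells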
Bcl-W Bim block: inhibitors of Bim binding to Bcl-W, primary screen, biochemical, multiplexed, bead-based flow cytometry; inhibition, % at 10 µM; actives 0.02% (n = 190,000); AID 952, 2007; Bim peptide-Bcl-W binding;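 note: 0% = bound tracer without compound and 100% = peptide blocker; higher means less fluorescent Bim peptide bound to Bcl-W beads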
Target sequence (Q92843 whole entry, looked up): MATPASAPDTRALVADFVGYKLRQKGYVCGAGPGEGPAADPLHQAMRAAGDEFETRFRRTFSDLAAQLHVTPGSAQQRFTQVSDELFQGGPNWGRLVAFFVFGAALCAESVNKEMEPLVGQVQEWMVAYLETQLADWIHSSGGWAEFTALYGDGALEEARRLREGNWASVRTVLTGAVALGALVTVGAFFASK
Bcl-B Bim block: inhibitors of Bim-Bcl-B binding, primary screen, biochemical, multiplexed, human Bcl-2 family; bead-based flow cytometry, Bim peptide-Bcl-B binding; inhibition, % at 10 µM; Bcl-2-like protein 10 (Homo sapiens), Q9HD36; AID 951, 2007; actives 0.073% (n = 190,000);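 note: 0% = tracer peptide without compound and 100% = reference inhibitor peptide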
Target sequence (Q9HD36 whole entry, looked up): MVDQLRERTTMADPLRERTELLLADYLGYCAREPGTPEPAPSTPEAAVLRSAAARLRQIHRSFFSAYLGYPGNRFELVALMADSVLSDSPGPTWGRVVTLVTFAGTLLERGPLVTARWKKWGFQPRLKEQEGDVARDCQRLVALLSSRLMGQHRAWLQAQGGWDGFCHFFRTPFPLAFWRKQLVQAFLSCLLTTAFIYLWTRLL
RGS4-Gao reg: modulators of RGS4 binding to Galphao, primary screen, biochemical, multiplexed bead flow cytometry | actives 0.33% (n = 220,000) | binding response (% of control), % at 10 µM | AID 1415, 2008 | Guanine nucleotide-binding protein G(o) subunit alpha (Homo sapiens), P09471 | actives lie on both sides; in the data active = binding response below about 49% or above about 150%; inactive = in between;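 note: fluorescent Galphao activated with aluminum fluoride binding bead-coupled RGS4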
Bfl-1 Bim block: inhibitors of Bim binding to Bfl-1, primary screen, biochemical, multiplexed, bead-based flow cytometry; Bcl-2-related protein A1 (Homo sapiens), Q16548; Bim-Bfl-1 binding inhibition; inhibition, % at 10 µM; actives 0.12% (n = 190,000); AID 1008, 2008;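 note: 0% = wells without compound plus tracer and 100% = blocker peptide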
GSH fluor: compound fluorescence on glutathione beads, profiling panel, artefact control, biophysical, 488/530 nm, flow cytometry; GSH beads flow cytometry, compound fluorescence 488/530 nm; hits give high values; fluorescence (KMESF) at 10 µM; actives 0.25% (n = 190,000); AID 1776, 2009; in the data active = fluorescence above about 89;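 note: glutathione beads carrying GST-tagged Bcl family fusion proteins plus one bare bead set; values are compound well signal with DMSO vehicle wells as background; inactives centre near 16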
Bim-Bcl-XL: inhibitors of Bim-Bcl-XL binding, primary screen, biochemical, multiplexed, bead flow cytometry, human Bcl-XL. inhibition, % at 10 µM. AID 1007, 2008. actives 0.04% (n = 190,000). Bim peptide-Bcl-XL binding, fluorescence. Bcl-2-like protein 1 (Homo sapiens), Q07817
Target sequence (Q07817 whole entry, looked up): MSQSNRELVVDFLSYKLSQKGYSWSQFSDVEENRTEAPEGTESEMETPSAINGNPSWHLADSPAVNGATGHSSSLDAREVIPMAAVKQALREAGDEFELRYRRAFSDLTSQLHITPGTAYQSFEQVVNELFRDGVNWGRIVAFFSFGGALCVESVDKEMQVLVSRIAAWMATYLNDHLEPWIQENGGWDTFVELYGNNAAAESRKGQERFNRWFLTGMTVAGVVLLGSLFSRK
RGS8-Gao: RGS8-Galphao binding modulators, primary screen, biochemical, multiplexed bead flow cytometry; Guanine nucleotide-binding protein G(o) subunit alpha (Homo sapiens), P09471; actives lie on both sides; response (percent of control binding), % at 10 µM; actives 0.34% (n = 220,000); AID 1423, 2008; in the data active = response below about 60% or above about 140%; inactive = in between;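 note: Galphao activated as the GDP aluminium fluoride complex binding bead-coupled RGS8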
* hit, by the source's call; ? = inconclusive; [ ] = another dose, or the depositor's remark. Cut-off read from the data, not from the text of the source, unless noted: active = inhibition above about 40%.

structure | Bfl-1 Bim block | Mcl-1 Bim block | RGS4-Gao reg | Bcl-W Bim block | RGS8-Gao | Bcl-B Bim block | Mcl1 Bid PPI | GSH fluor | Bim-Bcl-XL | Bim-Bcl-2 | RGS7-Gao reg
O=C(C1=C[C@@H](C2CCCCC2)C[C@@H](OCc2ccc(CO)cc2)O1)N1CCN(Cc2ccc3c(c2)OCO3)CC1 | -4 | -1 | 106 | 0 | 101 | -5 | 7 | 20 | -5 | -4 | 101
CCOc1ccccc1OCCCCCc1c(C)n[nH]c1C | -4 | -2 | 100 | 0 | 102 | -2 | 23 | 13 | 0 | -5 | 103
CCn1c(CNc2ccc(F)cc2)nnc1SCCN1CCCCC1 | -9 | 0 | 101 | 0 | 101 | -7 | -57 | 25 | -3 | -11 | 101
CCOc1nc(Nc2ccc(F)cc2)nc(N2CCN(c3ccc(OC)cc3)CC2)n1 | -20 | -7 | 98 | -3 | 101 | -12 | -6 | 23 | -14 | -14 | 97
CCOC(=O)CNC(=O)CSc1cc(C)nc2ccc(OC)cc12 | -4 | -1 | 104 | -1 | 100 | 0 | 4 | 15 | -1 | -3 | 101
Cc1ccc(NC(=O)c2cc(-c3cccs3)on2)cc1 | -13 | -2 | 101 | -1 | 103 | -7 | -7 | 10 | -8 | -10 | 101
CNc1nc(SCc2ccccc2)nc(N2CCOCC2)n1 | -13 | 3 | 102 | 2 | 102 | -6 | -38 | 55 | 0 | -6 | 100
Cc1cccc(NC(=O)CCCn2c(=S)[nH]c3ccccc3c2=O)c1 | -2 | 0 | 101 | -2 | 100 | -14 | -30 | 20 | -6 | -1 | 106
COCCCn1c(SCC(=O)N2CCc3ccccc32)nnc1-c1ccco1 | -10 | -14 | 101 | -10 | 102 | -14 | 3 | 19 | -14 | -15 | 102
COc1cc(-c2nc(S(=O)(=O)c3ccc(C)cc3)c(N3CCOCC3)o2)cc(OC)c1OC | -10 | 0 | 100 | -1 | 100 | -8 | -3 | 25 | -1 | -6 | 97
COC(=O)Cc1c(C)c2ccc(OCC(=O)NCc3ccc4c(c3)OCO4)cc2oc1=O | -5 | 0 | 93 | 4 | 96 | 0 | 0 | 22 | -2 | 0 | 90
CCN1CCN(C(c2cccs2)C(C)NC(=O)c2ccccc2OC)CC1 (stereo not drawn) | -8 | 2 | 104 | 3 | 100 | -2 | -7 | 21 | -1 | -3 | 98
O=C(CNC(=O)c1ccco1)NCC(=O)OCc1ccc(Cl)cc1 | -14 | 2 | 91 | 2 | 100 | -6 | -1 | 57 | 1 | -6 | 98
COc1ccc([N+](=O)[O-])cc1NCc1cccnc1 | -3 | 1 | 97 | 0 | 98 | -1 | -11 | 21 | -3 | -1 | 96
Cc1ccc2nc(-c3ccncc3)c(NC3CCCCC3)n2c1 | -5 | -1 | 107 | 1 | 104 | 0 | -24 | 14 | -1 | -1 | ?
CCOC(=O)/C(C#N)=C1/C=C(C)NC(c2ccccc2O)=N1 | -12 | -4 | 99 | -1 | 97 | -6 | 17 | 23 | -6 | -11 | 96
CC(=O)c1c(O)c2ccccc2n(C(C)C)c1=O | -8 | 0 | 100 | -4 | 105 | -5 | -36 | 18 | -6 | -6 | 98
COc1ccc(CCN(Cc2nc3ccccc3c(=O)[nH]2)C(=O)C2CC2)cc1 | -1 | 2 | 100 | 0 | 100 | -1 | -18 | 27 | 1 | 0 | 96
CC(C)CCOP(=O)(c1ccc(N(C)C)cc1)C(O)c1ccccc1F (stereo not drawn) | -3 | -3 | 102 | -2 | 100 | -1 | -32 | 17 | -2 | -1 | 100
Cc1nn(-c2ccccc2)c(C)c1/C=N/NC(=O)c1cc(C2CC2)[nH]n1 | -11 | 0 | 105 | 7 | 105 | -9 | -24 | 16 | -1 | -8 | 102
COc1cccc2cc(/C(=N/O)c3ccccc3)oc12 | -3 | -1 | 103 | -2 | 103 | -2 | -12 | 12 | 0 | -2 | 103
COc1ccc(/C=N/NC(=O)Nc2cccc3nsnc23)c(OC)c1 | -5 | 0 | 102 | 3 | 100 | -4 | -14 | 37 | 4 | -2 | 103
CCCOc1ccc(CSc2nc3ccccc3[nH]2)cc1 | 1 | 0 | 94 | 1 | 90 | 10 | 3 | 9 | 2 | 5 | 97
CCC(CC)C(=O)Nc1cc(C(=O)OC)cc(C(=O)OC)c1 | -7 | 4 | 96 | 1 | 99 | -2 | -21 | 13 | 0 | -5 | 96
CN(C)CCCNCCCNC(=O)c1ccncc1 | -21 | -3 | 101 | 0 | 101 | -9 | -14 | 28 | -6 | -13 | 97

Not a retest: entries from further up.
structure | Bfl-1 Bim block | Mcl-1 Bim block | RGS4-Gao reg | Bcl-W Bim block | RGS8-Gao | Bcl-B Bim block | Mcl1 Bid PPI | GSH fluor | Bim-Bcl-XL | Bim-Bcl-2 | RGS7-Gao reg
CCC(CC)C(=O)Nc1cc(C(=O)OC)cc(C(=O)OC)c1 | -7 | 4 | 96 | 1 | 99 | -2 | -21 | 13 | 0 | -5 | 96
CN(C)CCCNCCCNC(=O)c1ccncc1 | -21 | -3 | 101 | 0 | 101 | -9 | -14 | 28 | -6 | -13 | 97

Later entries
structure | Bfl-1 Bim block | Mcl-1 Bim block | RGS4-Gao reg | Bcl-W Bim block | RGS8-Gao | Bcl-B Bim block | Mcl1 Bid PPI | GSH fluor | Bim-Bcl-XL | Bim-Bcl-2 | RGS7-Gao reg
COCCn1c(C)cc(C(=O)CN2CCCCC2)c1C | -1 | -7 | 100 | 0 | 102 | -4 | -31 | 9 | -1 | 0 | 100
Nc1nc(=S)[nH]c2c1C1(CCCC1)Cc1ccccc1-2 | 4 | -4 | 97 | -2 | 104 | -9 | -83 | 16 | 0 | 0 | 110
CN(C)CCNC(=O)CNC(=S)N(CCCN1CCOCC1)Cc1cccs1 | -4 | -1 | 102 | 1 | 108 | -5 | -26 | 12 | -3 | -2 | 101
O=C(CCN1C(=O)/C(=C/c2ccc3c(c2)OCO3)SC1=S)Nc1ccccc1 | 0 | 4 | 107 | 4 | 113 | -4 | 3 | 12 | 1 | 1 | 107
CC(CCCCC(=O)Nc1ccc(C(F)(F)F)cc1)NCCc1cnc[nH]1 (stereo not drawn) | 0 | 0 | 99 | -2 | 98 | -2 | 6 | 65 | 0 | -2 | 97
Cc1nc(C)n(CC(O)COc2ccc3ccccc3c2)n1 (stereo not drawn) | -2 | -3 | 100 | -4 | 100 | -6 | 10 | 27 | -1 | -3 | 101
O=C(Nc1ccc(F)cc1F)c1cccn1-c1ncc(C(F)(F)F)cc1Cl | -8 | 0 | 104 | 3 | 103 | -7 | -58 | 35 | 4 | -5 | 105
COc1cc(C(=O)Nc2ccc(C)cn2)c([N+](=O)[O-])cc1OC | -6 | 0 | 102 | -5 | 102 | -6 | -4 | 13 | -1 | -7 | ?
NC(=O)CN1C(=O)C(O)(CC(=O)/C=C\c2ccc3c(c2)OCO3)c2ccccc21 (stereo not drawn) | -8 | -3 | 97 | -3 | 101 | -7 | -4 | 12 | -5 | -1 | 99
COC(=O)NCc1cccc(CNC(=O)OC)c1 | -2 | 0 | 104 | 0 | 107 | -1 | 6 | 11 | -2 | 0 | 107
Cc1cc(-c2ccccc2)n(-c2cc(N/N=C/c3ccccc3O)ncn2)n1 | 1 | 1 | 93 | 2 | 100 | 4 | -17 | 10 | 0 | 1 | 97
O=C(NCc1ccco1)C1CC(c2cccc([N+](=O)[O-])c2)=NO1 (stereo not drawn) | -14 | -3 | 115 | 0 | 117 | -5 | -14 | 27 | -7 | -9 | 113
O=S(=O)(c1ccc(Cl)c(S(=O)(=O)N2CCCC2)c1)N1CCCC1 | -11 | -2 | 103 | -5 | 104 | -8 | -10 | 61 | -1 | -2 | 99
FC(F)(F)c1cnc(Sc2nnc(-c3cccs3)n2CC2CCCO2)c(Cl)c1 (stereo not drawn) | -11 | 4 | 96 | 2 | 99 | -3 | -15 | 16 | 0 | -1 | 98
NNc1nc2c(Cl)cccc2s1 | -11 | -3 | 103 | -2 | 102 | -10 | -25 | 10 | -6 | -11 | 102
CCCNS(=O)(=O)c1ccc(CCC(=O)NCC2CCCO2)cc1 (stereo not drawn) | -29 | -7 | 99 | -2 | 101 | -8 | -12 | 22 | -9 | -6 | 97
COc1ccc(-c2csc(NC(=O)CSc3ncn[nH]3)n2)cc1OC | -5 | 0 | 99 | 1 | 99 | -3 | -6 | 15 | -1 | -3 | ?
O=c1cc(CO)occ1OCc1ccccc1 | -7 | 2 | 98 | 1 | 103 | -2 | -1 | 8 | -2 | -3 | 98
CCc1nc2ccccc2n(CCOCCOCCn2c(=O)c(CC)nc3ccccc32)c1=O | 1 | 0 | 100 | 3 | 102 | -4 | -21 | 11 | -1 | 2 | 102
CCCc1cc(C(=O)NNC(=S)NC(C)c2ccccc2)cs1 (stereo not drawn) | -10 | -7 | 104 | -6 | 106 | -15 | -54 | 12 | -7 | -4 | 101
O=C(OC(C(=O)O)C(OC(=O)c1ccccc1)C(=O)NCc1ccccc1)c1ccccc1 (stereo not drawn) | 1 | 1 | 98 | 4 | 101 | 3 | -23 | 19 | 1 | 2 | 99
COCCN1C=C(C(=O)OC)C(c2ccc(OC)c(OC)c2)C(C(=O)OC)=C1 | -1 | -1 | 99 | 0 | 100 | -2 | -29 | 13 | 0 | -2 | 99
Cc1ccc(S(=O)(=O)N2CCN(C(=O)COc3ccc(C)nc3[N+](=O)[O-])CC2)c(C)c1 | -2 | 0 | 107 | 1 | 106 | -2 | -8 | 11 | -1 | 0 | ?
COc1ccc(-c2cc(C(F)(F)F)n3ncc(C(=O)N4CCCCC4c4cccnc4)c3n2)cc1 (stereo not drawn) | -3 | 4 | 100 | 2 | 91 | 0 | -12 | 8 | -3 | 3 | 97
CCCCCCCCCOC1OC(CO)C(O)C(O)C1NC(C)=O (stereo not drawn) | -12 | -4 | 99 | -6 | 103 | -13 | -16 | 10 | -8 | -11 | 103
O=C(Nc1cccc(OCC(=O)N2CCOCC2)c1)c1cccc([N+](=O)[O-])c1 | -5 | 0 | 98 | 2 | 99 | 0 | -11 | 15 | 5 | 0 | ?
Cc1ccc(OC(=O)C23CC4CC(CC(C4)C2)C3)c(C)n1 | -2 | -2 | 119 | -2 | 98 | -8 | 14 | 10 | -5 | -3 | 152*[activator]
O=C(CC(c1ccc(F)cc1)c1ccco1)N1CCOCC1 (stereo not drawn) | 18 | 19 | 98 | 14 | 98 | 12 | -12 | 33 | 21 | 13 | 98
